HEK293 NOD2/NF-kB = NOD2 signaling inhibitors, cell-based, luminescence, uHTS, HEK293 (AID 1566); hit rate 0.63% among 290,000; HEK293 NOD2/NF-kB luciferase reporter, luminescence; higher % means a stronger effect; inhibition, % at 4 µM, or EC50 in µM where a hit was titrated; note: many of its hits are not listed in these tables
AID2073 = inhibitors of Mint1-CaV2.2 protein interaction, biochemical, HTRF (AID 2073). hit rate 0.19% among 290,000. Voltage-dependent N-type calcium channel subunit alpha-1B (Homo sapiens). HTRF protein-protein interaction, Mint1-CaV2.2; higher % means a stronger effect. inhibition, % at 20 µM; hits with a dose series show IC50 in µM; in the data active = inhibition mostly above about 51%, no sharp cut-off; note: some results filed as inactive read as strong as hits
SIAH1 antagonists = Siah-1 peptide-binding antagonists, primary screen, biochemical, fluorescence polarization, rhodamine-plectin, uHTS (AID 1817) | E3 ubiquitin-protein ligase SIAH1 (Homo sapiens) | Siah-1 / rhodamine-plectin peptide fluorescence polarization; higher % means a stronger effect | one-dose displacement, % at 20 µM; IC50 in µM for titrated hits | hit rate 0.02% among 290,000;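 active = displacement of at least 50% at 20 µM, with a fluorescence ratio check between 0.3 and a set limit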;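 note: plate controls were Siah plus tracer with DMSO for no effect and tracer alone without Siah for full effect; strong numbers were not always called active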
P. falciparum M17LAP = P. falciparum M17LAP inhibitors, primary screen, biochemical, fluorogenic H-Leu-NHMec substrate, 1536-well (AID 1619); Leucine aminopeptidase (Plasmodium falciparum (isolate 3D7)); recombinant M17LAP, H-Leu-NHMec fluorogenic kinetic assay; higher % means a stronger effect; inhibition, % at 30 µM, or IC50 in µM where a hit was titrated; hit rate 0.38% among 220,000;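 active = compound inhibiting the enzyme by more than half at any dose during confirmatory dose-response retesting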;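 note: plate controls were full reaction with DMSO carrier for no effect and no enzyme background for full effect; strong numbers were not always called active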
CSM14.1 death rescue = rescue of cells from ER stress-induced death, primary screen, 384-well, CSM14.1, thapsigargin, ATP luminescence (AID 1222) | CSM14.1 thapsigargin-induced death rescue, ATP luminescence; higher % means a stronger effect | cellular ATP content (survival), % at 20 µM; hits with a dose series show EC50 in µM | 190,000 tested, under 10 active;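 active = EC50 below 50 µM in the dose-response confirmation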;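 note: death triggered by thapsigargin at about 15 µM added after 2 h compound pretreatment; cell ATP read after overnight thapsigargin exposure of roughly 18 to 22 hours; normalized against plate controls of thapsigargin alone and 5% DMSO vehicle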
Hep lipid drop = inhibitors of hepatocyte lipid droplet formation, primary screen, imaging, high-throughput imaging, BODIPY stain. AML12 mouse hepatocytes, oleate lipid droplets. inhibition, % at 6.5 µM. hit rate 0.4% among 240,000. AID 1656, 2009;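 active = lipid droplet intensity inhibited by at least 50%, with more than 500 cells counted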
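Assay system: AML12 mouse liver cells | Compound dosing: One dose, 6.5 µM compound | Read-out basis: Droplet intensity reduction, % inhibition | Measured by: Fluorescence imaging, 20x objective, two fields per well | Schedule: Overnight treatment with compound plus oleate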
XIAP displacement = XIAP antagonists, biochemical, IAP family, fluorescence polarization (AID 1018). XIAP BIR domain, fluorescence polarization peptide displacement; higher % means a stronger effect. displacement, % at 20 µM, or IC50 in µM where a hit was titrated. hit rate 0.007% among 200,000; in the data active = displacement above about 50%; note: a part of the inactive calls stands beside numbers as strong as those of hits
LYP phosphatase = inhibitors of LYP phosphatase, biochemical, fluorescence intensity, uHTS (AID 1779). recombinant LYP phosphatase, fluorescence intensity; higher % means a stronger effect. inhibition, % at 11.5 µM, or IC50 in µM where a hit was titrated. hit rate 0.054% among 290,000;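 note: plate controls were vehicle with enzyme for no effect and no enzyme for full effect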
M1AAP inhibition = P. falciparum M1AAP inhibitors, biochemical, fluorogenic H-Leu-NHMec substrate, 1536-well (AID 1445); Aminopeptidase N (Plasmodium falciparum (isolate 3D7)); recombinant M1AAP, H-Leu-NHMec fluorogenic kinetic assay; higher % means a stronger effect; inhibition, % at 30 µM; hits with a dose series show IC50 in µM; hit rate 0.42% among 220,000;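 active = primary inhibition above the hit cutoff, then over 50% inhibition at one or more dose response concentrations, cut at about 23% in these data, passing the limit was not always enough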;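 note: plate controls were DMSO full reaction for no effect and no enzyme background for full effect; strong numbers were not always called active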
Hep lipid drop cells 6.5 µM = further read-out of Hep lipid drop, marked with its call; cell count; measured here: cell count, cytotoxicity flag;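 cells counted across two imaged fields per well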
* hit, by the source's call; . = no result given; & = joins results of further samples. Cut-off read from the data, not from the text of the source, unless noted: active = inhibition above about 50%; inactive = the rest.

SMILES | HEK293 NOD2/NF-kB | AID2073 | SIAH1 antagonists | P. falciparum M17LAP | CSM14.1 death rescue | Hep lipid drop | Hep lipid drop cells 6.5 µM | XIAP displacement | LYP phosphatase | M1AAP inhibition
CC(Oc1ccc(Br)cc1)C(=O)Nc1ccc(S(=O)(=O)Nc2nccs2)cc1 (stereo unspecified) | 17% | 11% | 1% | . | . | 2 | 824 | . | -4% | .
CCc1cc(=O)oc2c(C)c(OCC(=O)N3CCC[C@@H]3C(=O)O)ccc12 | 2% | 7% | 2% | . | . | -1 | 776 | . | -5% | .
COc1cc(/C=N/n2c(-c3ccccc3)n[nH]c2=S)cc(OC)c1O | -2% | -56% | 6% | 1% | . | 8 | 790 | . | 0% | 7%
Cc1onc(-c2ccccc2)c1C(=O)N(Cc1ccco1)Cc1cccs1 | -11% | 25% | -3% | 4% | 0.4% | -26 | 681 | -1.6% | 6% | -3%
N=c1c(S(=O)(=O)c2ccccc2)cc2c(=O)n3ccccc3nc2n1CC1CCCO1 (stereo unspecified) | -11% | 44% | 1% | -14% | -1.4% | 6 | 727 | -0.9% | -35% | 8%
CCc1ccc2nc(N(CCCN(C)C)C(=O)c3ccc(C(=O)c4ccccc4)cc3)sc2c1 | -6% | 19% | 2% | . | . | -7 | 721 | . | -5% | .
CCCC(=O)NCCc1nc2ccccc2n1CCC | 8% | -6% | 6% | -4% | -2.1% | 8 | 584 | -2.4% | -5% | -1%
Cc1ccc(CNC(=O)CCS(=O)(=O)c2ccc3c(c2)CC(C)N3C(=O)C2CC2)o1 (stereo unspecified) | 10% | 2% | 1% | . | . | -2 | 715 | . | -10% | .
COc1ccc(NC(=O)N2CCCC2C(=O)NCc2ccc(F)cc2)cc1 (stereo unspecified) | 3% | -4% | -4% | 5% | -1.3% | 0 | 753 | 6.2% | -1% | 3%
COC(=O)Cn1c(CN2CCC(Cc3ccccc3)CC2)nc2c1c(=O)n(C)c(=O)n2C | -24% | 3% | -7% | 37% | -3.1% | -13 | 616 | 0.1% | 0% | -1%
O=C(NC1CCCC1)c1ccccc1OCc1ccccc1 | 12% | -10% | 4% | 5% | 8.6% | -3 | 692 | 0.1% | 4% | 1%
CCN1CCN(c2nc(-c3ccncc3)nc3ccccc23)CC1 | -5% | 16% | 0% | 3% | -0.5% | . | . | -22% | -6% | 7%
CCCN(CCC)C(=O)c1c(NC(=O)CC)sc2c1CCCCC2 | 17% | -8% | 0% | -12% | -0.2% | -26 | 744 | -6.0% | -6% | -5%
Cc1ccn(C(=O)c2cc3cc(Cl)ccc3oc2=O)n1 | -20% | 0% | -1% | 1% | -1.3% | 30 | 857 | -6.5% | 1% | 10%
Fc1cccc(NCCc2c[nH]c3ccccc23)n1 | -44% | -3% | -5% | . | . | . | . | . | 0% | .
S=c1[nH]c2cc3ccccc3cc2[nH]1 | -92%&-45% | 1%&10% | -8%&-7% | 14% | . | -1&13 | 668&686 | . | -7%&-6% | 2%
COc1ccc(-c2cc(Cl)cc3c(=O)c4ccccc4n(C)c23)cc1F | -6% | 5% | 4% | . | . | -6 | 681 | . | -3% | .
Cc1cc(-c2ccccc2)c(C#N)c(=S)[nH]1 | 14% | -8% | 7% | 0% | -2.7% | -2 | 636 | -7.5% | -1% | 0%
C=CCCC(=O)Nc1nc(C)c(-c2csc(Nc3ccc(Cl)cc3Cl)n2)s1 | -2% | -9% | -1% | -2% | 0.5% | . | . | -6.2% | -3% | 4%
COc1cc(NS(=O)(=O)c2ccc(NC(=O)C34CC5CC(CC(C5)C3)C4)cc2)ncn1 | 9% | 5% | 3% | 8% | 1.4% | -1 | 743 | -7.3% | 2% | -1%

Seven compounds picked at random from those above, as already listed:
SMILES | HEK293 NOD2/NF-kB | AID2073 | SIAH1 antagonists | P. falciparum M17LAP | CSM14.1 death rescue | Hep lipid drop | Hep lipid drop cells 6.5 µM | XIAP displacement | LYP phosphatase | M1AAP inhibition
C=CCCC(=O)Nc1nc(C)c(-c2csc(Nc3ccc(Cl)cc3Cl)n2)s1 | -2% | -9% | -1% | -2% | 0.5% | . | . | -6.2% | -3% | 4%
COc1ccc(NC(=O)N2CCCC2C(=O)NCc2ccc(F)cc2)cc1 (stereo unspecified) | 3% | -4% | -4% | 5% | -1.3% | 0 | 753 | 6.2% | -1% | 3%
Cc1ccn(C(=O)c2cc3cc(Cl)ccc3oc2=O)n1 | -20% | 0% | -1% | 1% | -1.3% | 30 | 857 | -6.5% | 1% | 10%
S=c1[nH]c2cc3ccccc3cc2[nH]1 | -92%&-45% | 1%&10% | -8%&-7% | 14% | . | -1&13 | 668&686 | . | -7%&-6% | 2%
Cc1ccc(CNC(=O)CCS(=O)(=O)c2ccc3c(c2)CC(C)N3C(=O)C2CC2)o1 (stereo unspecified) | 10% | 2% | 1% | . | . | -2 | 715 | . | -10% | .
CCc1ccc2nc(N(CCCN(C)C)C(=O)c3ccc(C(=O)c4ccccc4)cc3)sc2c1 | -6% | 19% | 2% | . | . | -7 | 721 | . | -5% | .
COc1cc(/C=N/n2c(-c3ccccc3)n[nH]c2=S)cc(OC)c1O | -2% | -56% | 6% | 1% | . | 8 | 790 | . | 0% | 7%

New compounds follow
SMILES | HEK293 NOD2/NF-kB | AID2073 | SIAH1 antagonists | P. falciparum M17LAP | CSM14.1 death rescue | Hep lipid drop | Hep lipid drop cells 6.5 µM | XIAP displacement | LYP phosphatase | M1AAP inhibition
COCCn1c(=NC(=O)c2ccc(S(=O)(=O)N3CCc4ccccc4C3)cc2)sc2cc(OC)ccc21 | -8% | 9% | 3% | -15% | 2.6% | -30 | 632 | -2.8% | -2% | -2%
Cc1cccc(N2CCN(C3=NC(=O)C(Cc4ccccc4)S3)CC2)c1 (stereo unspecified) | 3% | -10% | 0% | 3% | -0.9% | 0 | 709 | -8.8% | -3% | 11%
COCCCNC(=S)N(Cc1cccnc1)Cc1ccc(OC)c(OC)c1 | 4% | 12% | -2% | -18% | -0.6% | 7 | 700 | -4.1% | -3% | 15%
CC(C)C(=O)NC(=S)N(Cc1ccccc1)Cc1ccccc1 | 5% | -6% | -1% | -11% | 17% | 7 | 633 | -8.4% | 0% | -5%
CCOC(=O)C1=C(C)NC(=O)NC1c1cc(C)sc1C (stereo unspecified) | 3% | 5% | 1% | -1% | -0.4% | -2 | 707 | -0.8% | -9% | 4%
O=C1CS(=O)CN1c1ccc(Oc2ccccc2)cc1 (stereo unspecified) | 15% | -4% | 2% | 0% | 2.6% | 4 | 727 | -6.5% | -8% | 0%
O=C1COc2ccc(C(=O)CSc3nnc(NCc4ccccc4)s3)cc2N1 | 8% | -3% | 4% | 1% | . | 2 | 615 | . | 1% | -2%
COc1ccccc1C(=O)N/N=C/c1c[nH]c2ccccc12 | -22% | 3% | 4% | . | . | . | . | . | -3% | .
Brc1cccc(-c2cnco2)c1 | 14% | 17% | 0% | 1% | -0.9% | 2 | 683 | -7.1% | 0% | 9%
CCOC(=O)c1c(CSc2ccc(CC)cc2)oc2ccc(O)c(CN(C)C)c12 | 19% | 11% | -4% | . | . | 29 | 657 | . | -7% | .
COc1ccc(O)c(C(=O)CC(=O)c2ccccc2)c1 | -181% | 21% | -3% | -9% | -5.9% | . | . | -2.4% | -7% | 12%
Cc1cc(S(=O)(=O)N2CCCCCC2)c(Cl)cc1Cl | 21% | 2% | 0% | -5% | -1.8% | 2 | 720 | -4.1% | 4% | 2%
COc1ccc(CCNC(=O)CSc2nnc(-c3ccccc3)c3ccccc23)cc1OC | -4% | -3% | 0% | 2% | 0.9% | -28 | 616 | -7.4% | -1% | 1%
Cc1cc(Cl)ccc1NNC(N)=S | 10% | -29% | 12% | 2% | . | -9 | 779 | . | -7% | 5%
CCOC(=O)c1cc(NC(=O)N(CC)C2CCCCC2)c(C)nc1C | 14% | 2% | -3% | 1% | -3.8% | 45 | 662 | -6.4% | -2% | -2%
COc1ccc(NC(=O)CC2(Cc3ccccc3)CCOC(C)(C)C2)cc1 (stereo unspecified) | 7% | 9% | 3% | 4% | -2.1% | -6 | 651 | 0.5% | -6% | 1%
CCOC(=O)c1[nH]c2ccc(Cl)cc2c1NC(=O)/C=C/c1ccc2c(c1)OCO2 | 11% | 21% | 5% | -2% | 1.2% | -9 | 560 | -5.7% | -4% | 6%
CCCC(c1nnnn1CS(=O)(=O)c1ccc(C)cc1)N1CCN(c2ccccc2)CC1 (stereo unspecified) | 1% | -2% | 3% | -2% | -1.6% | -2 | 674 | -1.0% | 0% | -4%
CCOC(=O)C1CCN(S(=O)(=O)c2cccc3nonc23)CC1 | 0% | 2% | -2% | 4% | -1.4% | 4 | 786 | -1.9% | 0% | 5%
Cc1oc(-c2ccccc2Cl)nc1CN(C)C(C)c1ccon1 (stereo unspecified) | 1% | 10% | 1% | 14% | -0.9% | -1 | 563 | -8.6% | -2% | 0%
CCc1nc(SCc2ccccc2)n[nH]1 | -23% | 9% | 2% | . | . | 2 | 837 | . | -10% | .
O=C(Nc1ccc2[nH]c(=O)[nH]c2c1)c1c(F)c(F)c(F)c(F)c1F | 24% | 11% | 1% | -1% | -2.6% | 26 | 698 | -5.2% | -3% | -6%
CC1CC(C)CN(C(=O)CSc2nnc(CSc3ncccn3)n2C)C1 (stereo unspecified) | 16% | 2% | 2% | 6% | -0.1% | . | . | -1.9% | -9% | 1%
O=C(O)CNC(=O)c1ccc(N2CCOCC2)cc1[N+](=O)[O-] | 4% | 4% | 3% | 19% | -0.2% | -20 | 689 | -5.1% | -2% | -4%
CCCCCCCNC1=CC(=O)CC(c2ccccc2)C1 (stereo unspecified) | -16% | -2% | 6% | -16% | -1.2% | -33 | 616 | -2.1% | 2% | -13%
CC1CCCC(NC(=O)COC(=O)CCc2ccccc2)C1C (stereo unspecified) | -9% | -3% | -4% | -3% | -1.0% | 3 | 637 | -2.4% | -5% | 1%

In a second layout: results already given
Order of results: HEK293 NOD2/NF-kB, AID2073, SIAH1 antagonists, P. falciparum M17LAP, CSM14.1 death rescue, Hep lipid drop, Hep lipid drop cells 6.5 µM, XIAP displacement, LYP phosphatase, M1AAP inhibition
CC1CC(C)CN(C(=O)CSc2nnc(CSc3ncccn3)n2C)C1 (stereo unspecified)
  16%, 2%, 2%, 6%, -0.1%, ., ., -1.9%, -9%, 1%
O=C(O)CNC(=O)c1ccc(N2CCOCC2)cc1[N+](=O)[O-]
  4%, 4%, 3%, 19%, -0.2%, -20, 689, -5.1%, -2%, -4%

Screening data deposited in PubChem by several laboratories.

The list is partial; count on the stated rates, not on these rows.
